Screening results deposited in PubChem by National Center for Advancing Translational Sciences (NCATS).
TR SRC2 fluor cs = Total Fluorescence Counterscreen for Inhibitors of the Interaction of Thyroid Hormone Receptor and Steroid Receptor Coregulator 2; TRb/SRC2 Texas Red total fluorescence interference; Potency, µM (series often up to 106 µM), for the others: top-dose fluorescence change, negative = quenching; 280,000 compounds, 0.29% hits; AID 1479, 2009; active = well fitted curve in either direction with a large enough effect; inconclusive = small, poorly fitted or top-dose-only effect
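Human TRb ligand-binding domain at 0.6 uM with 20 nM Texas Red SRC2 peptide in Tris buffer containing 1 uM T3 and 5% DMSO, incubated with compound 5 h at ambient temperature. Total fluorescence (555/632 nm) calculated as parallel + 2 × perpendicular.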
Tau FP inhib = qHTS for Inhibitors of Tau Fibril Formation, Fluorescence Polarization; AID 1468, 2008; Microtubule-associated protein tau (Homo sapiens), P10636; K18 P301L tau heparin fibrillization, Alexa594 FP, 6 h; 280,000 compounds, 0.39% hits; Potency, µM (titrated, usually from 57.7 µM), inactives show top-dose activity, negative = inhibition, most hits filed as inhibitors; note: nearly all actives have a fitted effect of over 55% in size
Target sequence (P10636 561-689 P618L limits assumed): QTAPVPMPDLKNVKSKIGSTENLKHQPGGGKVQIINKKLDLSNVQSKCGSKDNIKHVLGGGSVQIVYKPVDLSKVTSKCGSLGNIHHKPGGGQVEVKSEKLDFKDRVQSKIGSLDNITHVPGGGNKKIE
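K18 P301L tau (15 uM unlabeled/0.24 uM Alexa 594-labeled, final) + compound + heparin 20 uM final; 100 mM NaOAc pH 7; 6 hr 37 C; ThT 30 uM final added, 1 hr RT; FP ex 555/em 632 nm.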
Tau ThT inhib = qHTS for Inhibitors of Tau Fibril Formation, Thioflavin T Binding; Microtubule-associated protein tau (Homo sapiens), P10636; recombinant tau K18 P301L, heparin-induced fibrillization, ThT fluorescence; Potency, µM (doses to about 57.4 µM), for the others: at the top dose activity, negative = inhibition, usual class: inhibitors; 270,000 compounds, 2.1% hits; AID 1460, 2008; note: nearly all actives have a fitted effect of over 55% in size
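Recombinant human tau K18 fragment […] carrying P301L, 15 uM unlabeled plus 0.24 uM Alexa 594-labeled, was fibrillized with 20 uM heparin in 100 mM sodium acetate pH 7 for 6 hr at 37 C; 30 uM ThT fluorescence read after 1 hr.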
GLA spleen mod = qHTS Assay for Inhibitors and Activators of Human alpha-Galactosidase From Spleen Homogenate. human spleen homogenate, 4MU-alpha-Gal fluorescence, 40 min. 240,000 compounds, 0.008% hits. Potency, µM (doses to about 80 µM), for the others: at the highest dose activity change, negative = inhibition, hits mostly inhibitors. Alpha-galactosidase A (Homo sapiens), P06280;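 note: 0% = enzyme with vehicle and -100% = no enzyme basal signal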
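Inhibition or activation of alpha-galactosidase in human spleen homogenate is scored by 4-MU fluorescence after 40 min at 37C, pH 5.0, with 1 mM substrate. AC50s come from concentration-response fitted to the Hill equation.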
TRb-SRC2 inh = qHTS for Inhibitors of the Interaction of Thyroid Hormone Receptor and Steroid Receptor Coregulator 2. Thyroid hormone receptor beta (Homo sapiens), P10828. TRbeta-SRC2 peptide binding, fluorescence polarization; receptor liganded with 1 µM T3. Potency, µM (doses to about 106 µM), without a hit: top-dose activity change, negative = inhibition, usual class: inhibitors. 280,000 compounds, 0.065% hits. AID 1469, 2008;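 note: plate controls were bound peptide for no effect and peptide without receptor for full effect; nearly all actives have a fitted effect of over 50% in size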
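Fluorescence polarization of 20 nM Texas Red SRC2 peptide (20-aa NR interaction domain) bound to 0.6 uM human TRb ligand-binding domain, with 1 uM T3, after 5 hr at ambient temperature; inhibition seen as decreased polarization.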
Tau fluor cs = Counterscreen qHTS for Inhibitors of Tau Fibril Formation, Fluorescence Polarization. tau K18 P301L (four-repeat tau fragment) Alexa594 fluorescence, heparin fibrillization. 280,000 compounds, 0.93% hits. Potency, µM (highest dose often 57.7 µM), for the others: top-dose activity change, negative = decrease. AID 1463, 2008; note: nearly all actives have a fitted effect of over 55% in size
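Human K18 P301L tau (15 uM unlabeled plus 0.24 uM Alexa 594-labeled, final) in 100 mM sodium acetate pH 7 was mixed with compound and 20 uM heparin and incubated 6 hr at 37 C.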
L3MBTL1 inh = qHTS Assay for the Inhibitors of L3MBTL1; Lethal(3)malignant brain tumor-like protein 1 (Homo sapiens), Q9Y468; AlphaScreen L3MBTL1–H3K9me1 peptide binding; Potency, µM (top dose mostly 57.1 µM), for the others: top-dose activity, negative = inhibition, hits mostly inhibitors; 230,000 compounds, 0.66% hits; AID 485360, 2010; note: nearly all actives have a fitted effect of over 60% in size
Target sequence (Q9Y468 whole entry, looked up): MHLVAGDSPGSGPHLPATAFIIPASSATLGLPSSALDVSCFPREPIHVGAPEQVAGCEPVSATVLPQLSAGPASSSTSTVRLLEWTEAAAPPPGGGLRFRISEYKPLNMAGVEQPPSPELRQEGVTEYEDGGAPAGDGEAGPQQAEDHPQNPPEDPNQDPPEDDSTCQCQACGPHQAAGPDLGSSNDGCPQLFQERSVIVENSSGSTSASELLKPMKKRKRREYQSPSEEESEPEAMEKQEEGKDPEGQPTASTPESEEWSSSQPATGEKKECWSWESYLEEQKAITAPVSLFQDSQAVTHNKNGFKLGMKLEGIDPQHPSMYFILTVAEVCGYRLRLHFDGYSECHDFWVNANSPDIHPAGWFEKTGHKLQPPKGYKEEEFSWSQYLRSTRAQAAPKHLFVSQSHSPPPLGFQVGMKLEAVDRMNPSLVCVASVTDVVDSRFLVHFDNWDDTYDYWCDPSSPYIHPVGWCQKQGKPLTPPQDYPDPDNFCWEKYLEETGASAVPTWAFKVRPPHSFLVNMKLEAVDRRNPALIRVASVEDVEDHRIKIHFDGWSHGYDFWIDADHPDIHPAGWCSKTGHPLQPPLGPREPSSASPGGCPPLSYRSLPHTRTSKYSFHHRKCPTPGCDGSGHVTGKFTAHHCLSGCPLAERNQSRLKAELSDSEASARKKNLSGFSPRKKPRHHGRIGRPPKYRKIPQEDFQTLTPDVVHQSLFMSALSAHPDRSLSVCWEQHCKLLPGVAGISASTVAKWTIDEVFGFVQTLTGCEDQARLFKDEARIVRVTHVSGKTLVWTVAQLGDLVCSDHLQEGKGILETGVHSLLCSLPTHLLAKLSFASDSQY
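First, the protein-peptide complex forms for 30 min at room temperature (L3MBTL1 50 nM, biotinylated H3K9me1 peptide 75 nM). Next, compounds are pin-transferred and incubated 30 min. Finally, AlphaScreen beads are added and read after 30 min.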
ALDH1A1 block = qHTS Assay for Inhibitors of Aldehyde Dehydrogenase 1 (ALDH1A1); Aldehyde dehydrogenase 1A1 (Homo sapiens), P00352; Purified ALDH1A1, NADH fluorescence, propionaldehyde substrate; Potency, µM (top dose mostly 75.3 µM), for inactives: top-dose activity, negative = inhibition, actives largely listed as inhibitors; 220,000 compounds, 7.3% hits; active = well fitted inhibition curve with a large enough effect, not every such curve was filed as active; inconclusive = small, poorly fitted or top-dose-only effect, or another doubt; inactive = no such curve, though single readings can be large or run the other way;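 note: plate controls were no enzyme wells and a reference inhibitor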
* hit, by the source's call; ? = inconclusive; · = not tested or not shown; & = joins results of further samples; [ ] = another dose, or the depositor's remark. Unless noted, calls come from the whole dose curve; as a rule, active = well fitted curve in the direction sought with a large enough effect; inconclusive = small, poorly fitted or top-dose-only effect, or another doubt; inactive = no such curve, though single readings can be large; an effect the other way counts as inactive or inconclusive. Unless noted, % is set by controls: 0 for no effect and ±100 for the full control effect; potency is the fitted concentration of half-maximal effect.

Preview, nine compounds:
| structure | TR SRC2 fluor cs | Tau FP inhib | Tau ThT inhib | GLA spleen mod | TRb-SRC2 inh | Tau fluor cs | L3MBTL1 inh | ALDH1A1 block |
| --- | --- | --- | --- | --- | --- | --- | --- | --- |
| CCOC(=O)c1ccc(NC(=O)C2=C(C)Nc3nc(CCCO)nn3C2c2cccc(C)c2)cc1 (stereo unspecified) | -2% | 1% | -11% | -4% | -13% | -18% | · | -2% |
| C=CCN=C1SCC(=O)N1S(=O)(=O)c1ccccc1 | -3% | -5% | -10% | 7% | 0% | -7% | -1% | ? |
| CCOC(=O)C1CCN(C2=C(NS(=O)(=O)c3ccc(Cl)cc3)C(=O)c3ccccc3C2=O)CC1 | -1% | -7% | ? | 9% | 1% | ? | ? | · |
| Cc1cc(C)c2cc(C(=O)N3CCC(C(=O)c4ccc(F)cc4)CC3)[nH]c2c1 | 0% | 1% | -8% | -9% | 5% | -17% | -11% | · |
| Cc1ccc(C(c2nnnn2CCC(C)C)N2CCN(C)CC2)cc1 (stereo unspecified) | 0% | 4% | 9% | 0% | -26% | 14% | 7% | -6% |
| CCOc1ccc(CNC(=O)c2cc3oc4ccccc4c3n2C)cc1 | ? | ? | -17%&0% | -2% | -7%&-2% | -27%&-21% | · | ? |
| CC(=O)c1cccc(NC(=O)CN(C)Cc2ccc(OC(F)F)cc2)c1 | 1% | -1% | -1% | -4% | -5% | -1% | -3% | 11µM* |
| COc1cccc(-c2nn3c(-c4ccccn4)nnc3s2)c1 | -7% | -5% | -10% | -3% | -6% | -3% | ? | 0% |
| O=S(=O)(c1ccc(Br)cc1)c1nc(-c2ccco2)oc1SCc1ccccc1F | -1% | ? | -5% | · | -3% | ? | · | · |

The whole of this part (from the top)
| structure | TR SRC2 fluor cs | Tau FP inhib | Tau ThT inhib | GLA spleen mod | TRb-SRC2 inh | Tau fluor cs | L3MBTL1 inh | ALDH1A1 block |
| --- | --- | --- | --- | --- | --- | --- | --- | --- |
| CCOC(=O)c1ccc(NC(=O)C2=C(C)Nc3nc(CCCO)nn3C2c2cccc(C)c2)cc1 (stereo unspecified) | -2% | 1% | -11% | -4% | -13% | -18% | · | -2% |
| C=CCN=C1SCC(=O)N1S(=O)(=O)c1ccccc1 | -3% | -5% | -10% | 7% | 0% | -7% | -1% | ? |
| CCOC(=O)C1CCN(C2=C(NS(=O)(=O)c3ccc(Cl)cc3)C(=O)c3ccccc3C2=O)CC1 | -1% | -7% | ? | 9% | 1% | ? | ? | · |
| Cc1cc(C)c2cc(C(=O)N3CCC(C(=O)c4ccc(F)cc4)CC3)[nH]c2c1 | 0% | 1% | -8% | -9% | 5% | -17% | -11% | · |
| Cc1ccc(C(c2nnnn2CCC(C)C)N2CCN(C)CC2)cc1 (stereo unspecified) | 0% | 4% | 9% | 0% | -26% | 14% | 7% | -6% |
| CCOc1ccc(CNC(=O)c2cc3oc4ccccc4c3n2C)cc1 | ? | ? | -17%&0% | -2% | -7%&-2% | -27%&-21% | · | ? |
| CC(=O)c1cccc(NC(=O)CN(C)Cc2ccc(OC(F)F)cc2)c1 | 1% | -1% | -1% | -4% | -5% | -1% | -3% | 11µM* |
| COc1cccc(-c2nn3c(-c4ccccn4)nnc3s2)c1 | -7% | -5% | -10% | -3% | -6% | -3% | ? | 0% |
| O=S(=O)(c1ccc(Br)cc1)c1nc(-c2ccco2)oc1SCc1ccccc1F | -1% | ? | -5% | · | -3% | ? | · | · |
| O=C(Nc1ccccc1Cl)N1CCC(CN2CCCCC2)CC1 | -11% | -7% | 1% | · | 6% | 2% | · | · |
| CN(Cc1ccccc1)CC(O)COc1ccc(CNCCOc2cccnc2)cc1 (stereo unspecified) | -6% | 0% | 11% | -8% | -5% | 2% | -9% | 7% |
| CCOC(=O)C1CCN(C(=O)CSc2c3c(nc4ccc(Cl)cc24)CCCC3)CC1 | 0% | 4% | ? | · | -5% | -4% | · | · |
| CN(C)NC(=O)c1csnc1-c1c(Cl)cccc1Cl | 0% | -4% | 1% | -10% | 7% | -6% | -6% | 8% |
| CCc1c(C)nc2cc(-c3cc(OC)cc(OC)c3)nn2c1N1CCCC1 | -2% | ? | ? | 4% | -3% | -20% | -8%[11.4 µM] | -4% |
| Cc1ccc(Cn2cnc3c(cnn3C(C)(C)C)c2=O)cc1 | -2% | 3% | -6% | 7% | -4% | -6% | · | -9% |
| O=C(Nc1ccc(S(=O)(=O)N2CCOCC2)cc1)c1ccc(=O)[nH]c1 | -1% | -6% | -7% | -1% | 6% | -11% | -17% | 1% |
| Cc1nnc(NC(=O)CSc2nnc(CNC(=O)c3ccccc3)n2-c2ccccc2)s1 | -7% | -9% | 7% | -3% | -1% | -3% | 5% | 6% |
| O=C(c1nc2ccc(Cl)cn2c1CNCCn1ccnc1)N1CCCCCCC1 | 0%[53 µM] | 1% | -4% | 13% | 10%[53 µM] | -1% | -2% | ? |
| Cc1ccc(-n2c(=O)cc(N3CCCCCC3)[nH]c2=O)cc1 | -4% | 12% | 3% | 1% | -4% | 8% | 3% | ? |
| CCOP(=O)(OCC)/C(C#N)=C/c1c[nH]c2ccccc12 | 0% | -4% | 0% | -10% | -12% | -7% | -6% | 10% |
| CC1CCN(S(=O)(=O)c2ccc3nc(NCc4ccccc4)ccc3c2)CC1 | -4% | -18% | -5% | · | 7% | ? | · | · |
| O=C(O)CCN(CCC(=O)O)c1ccccc1 | -7% | 0% | -12% | 0% | -5% | -6% | · | 11% |
| COc1ccc(CCNC(=O)CC2C(=O)NCCN2CC(C)(C)C)cc1 (stereo unspecified) | 1% | 0% | -10% | 2% | -1% | -5% | 5% | -15% |
| O=C(NCCN1CCOCC1)c1cc(Sc2cccc(Cl)c2)nc2ccccc12 | 1% | -2% | -8% | -6% | -3% | -10% | 8% | -10% |
| COc1ccc(C)cc1NC(=O)c1oc2ccc(S(=O)(=O)N3CCC4(CC3)OCCO4)cc2c1C | 0% | 8% | -4% | · | 6% | -26% | · | · |
| C=CCn1c(SCc2ccc(C#N)cc2)nnc1-c1ccccc1 | 0% | -3% | -10% | 7% | 2% | -4% | · | 9% |
| CCc1nnc(NC(=O)CSc2nnc(-c3ccccc3O)o2)s1 | -3% | -5% | -18% | -14% | -2% | -6% | 54%[activator] | 0% |
| CC(C)(C)c1ccc(-c2cc(C(=O)NNC(=O)Nc3ccccc3)c3ccccc3n2)cc1 | -3% | ? | -2% | 6% | 5% | ? | · | -14% |
| O=C(NCc1ccco1)c1nc2ncccn2n1 | 0% | 6% | -1% | 8% | -12% | 3% | · | 1% |
| CC(C)(C)C(=O)COC(=O)c1ccc(N)c([N+](=O)[O-])c1 | -10% | -5% | 3% | 3% | -6% | -4% | -3% | -14% |
| COc1ccccc1N1CCN(C(=O)c2cc3c(=O)n(C)c4ccccc4c3n2C)CC1 | -3% | -5% | ? | -9% | 2% | -9% | 0% | ? |
| CCOC(=O)c1ccc(NC(=O)Cn2nc(SC)c(S(=O)(=O)c3ccc(Cl)cc3)c2N)cc1 | 5% | 13µM* | -7% | · | -5% | ? | · | · |
| CC(C)C(NC(=O)c1cccs1)C(=O)NC1=NCCS1 (stereo unspecified) | 1% | -3% | 0% | 2% | 6% | -7% | 4%[11.4 µM] | 16% |
| O=C(O)c1ccc(/C=N/Nc2cccc(C(F)(F)F)c2)cc1 | -5% | 8% | -10% | -8% | -3% | -21% | -8% | 2% |
| COc1cc(O)c(C(=O)/C=C/c2ccc(OC)c(O)c2)c(OC)c1 | -2% | -2% | 3.2µM* | -21% | 9% | ? | · | 14µM* |
| O=C(O)C1=C[C@@H](c2ccc3c(c2)OCO3)C[C@@H](OCCCCO)O1 | -4% | 7% | ? | -2% | -4% | -2% | -8% | ? |
| CCSc1oc(-c2ccco2)nc1S(=O)(=O)c1ccc(Br)cc1 | 1% | -8% | -13% | · | -1% | -30% | · | · |
| CC[N+](C)(C)CC/C=C1/c2ccccc2Sc2ccc(Cl)cc21 | -1% | 7% | -3% | 6% | -4% | 5% | 9% | · |
| O=C(Nc1ccccc1F)c1ccc2c(Cl)c3c(nc2c1)CCC3 | -1% | -1% | -14% | · | 6% | -16% | · | · |
| Cc1ccc(C(=O)Nc2ccc3oc(-c4ccc(C(C)(C)C)cc4)nc3c2)cc1 | -8% | -9% | -7% | · | -9% | -9% | · | · |
| COc1cc(/C=C2/SC(=S)N(CC(=O)NC(C)(C)C)C2=O)cc(OC)c1OC | -2% | -4% | ? | 6% | 6% | ? | -9% | ? |
| O=C(CN(c1ccc(Cl)c(C(F)(F)F)c1)S(=O)(=O)c1ccccc1)N/N=C/c1cccc2c1OCCO2 | -2% | -14% | 3% | -7% | 8% | ? | -15% | ? |
| CCCCCn1c(CN2CCN(CCO)CC2)nc2c1c(=O)n(C)c(=O)n2C | -2% | -9% | -8% | 0% | -13% | -1% | 0% | ? |
| Cc1cc(C(=O)NNC(=S)NCc2ccccc2)cs1 | -3% | 16% | -6% | -5% | -2% | -4% | 13% | 5% |
| Cc1cccc(NC(=S)N2CCC(N(C)CC3CCCO3)CC2)c1C (stereo unspecified) | -3% | -1% | 0% | -5% | 4% | 1% | 4% | 18% |
| O=C(O)c1cccc(-n2c(-c3cnccn3)n[nH]c2=S)c1 | -5% | -2% | 7% | -5% | -2% | 12% | 3% | -3% |
| CC(=O)C(Sc1nc(-c2ccccc2Cl)nc2c1c(=O)n(C)c(=O)n2C)C(=O)N(C)C (stereo unspecified) | 0% | -1% | -3% | · | 0% | 0% | · | · |
| CCc1ccc(-n2c(SC(CC)C(=O)N(CC)CC)nc3n[nH]c(C)c3c2=N)cc1 (stereo unspecified) | 1% | -2% | -8% | · | 3% | -1% | · | · |
